Assay outcomes from PubChem BioAssay.
FadD28 binding: M. tuberculosis FadD28 bisubstrate binding inhibition | FadD28 bisubstrate probe binding, fluorescence polarization | inhibition, % at 12.5 µM | 360,000 tested, 0.22% active | AID 588549; in the data active = inhibition above about 8.5%, passing the limit was not always enough; inconclusive = no clear call, values can overlap the other calls
TcdB GH inh: inhibitors of Clostridioides difficile toxin B glycohydrolase; P18177; TcdB glycohydrolase enzymatic assay, plate reader; inhibition, % at 9.99 µM; 350,000 tested, 0.24% active; AID 652162; in the data active = inhibition above about 10%
PfHsp40 rescue: rescue of PfHsp40-mediated yeast toxicity; S. cerevisiae expressing PfHsp40, growth rescue, ATP luminescence; AID 504582; growth rescue, % at 12.5 µM; 340,000 tested, 0.68% active; in the data active = growth rescue above about 28%, passing the limit was not always enough; inconclusive = no clear call, values can overlap the other calls;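 note: yeast W303a lacking pdr1 and pdr3 grown in galactose medium; growth measured after three days at 30 °C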
Vc quorum ag: quorum light induction in luxS cqsA deficient V. cholerae; V. cholerae BH1578 lux reporter, luminescence, 6 h; activation, % at 18.7 µM; 350,000 tested, 0.16% active; in the data active = activation mostly above about 9.7%, no sharp cut-off; inconclusive = no clear call, values can overlap the other calls; inactive = mostly below about 3.7%; note: not every result past the cut was called active; inactives centre near 0; reference of the scale not given here
GDH-TPI inh: inhibits GDH-TPI coupling enzymes, artifact for Mtb FBA screen. GDH-TPI coupled enzyme counterscreen, NADH absorbance. inhibition, % at 4.8 µM. 360,000 tested, 1.2% active. AID 588335; in the data active = inhibition above about 30%;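 note: 0% = DMSO wells and 100% = wells lacking the enzyme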
BioA inh: blocks M. tuberculosis BioA enzyme activity; purified M. tuberculosis BioA enzyme, plate reader; inhibition, % at 9.99 µM; 360,000 tested, 0.096% active; in the data active = inhibition above about 40%; inconclusive = no clear call, values can overlap the other calls
Mtb UGM inh: Mtb UDP-galactopyranose mutase inhibition | AID 504406 | 320,000 tested, 0.06% active | P9WIQ1 | inhibition, % at 10 µM | purified UGM, fluorescence polarization probe displacement; in the data active = inhibition above about 10%, passing the limit was not always enough; inconclusive = no clear call, values can overlap the other calls
Target sequence (P9WIQ1 whole entry, looked up): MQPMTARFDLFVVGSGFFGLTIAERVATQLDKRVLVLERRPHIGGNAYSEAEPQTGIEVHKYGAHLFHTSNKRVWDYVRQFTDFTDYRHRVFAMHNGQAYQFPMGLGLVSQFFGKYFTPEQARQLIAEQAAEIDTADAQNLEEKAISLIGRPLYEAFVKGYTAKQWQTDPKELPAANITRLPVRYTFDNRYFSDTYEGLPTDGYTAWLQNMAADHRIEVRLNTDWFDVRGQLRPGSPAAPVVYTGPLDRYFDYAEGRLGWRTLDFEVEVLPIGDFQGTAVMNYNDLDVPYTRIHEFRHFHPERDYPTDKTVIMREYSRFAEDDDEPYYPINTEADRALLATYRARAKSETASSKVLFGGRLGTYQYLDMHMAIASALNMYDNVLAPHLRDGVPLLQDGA
FBA Mtb inh: Mtb fructose-bisphosphate aldolase inhibition; P9WQA3; 360,000 tested, 2.3% active; purified M. tuberculosis FBA, fluorescence read-out; inhibition, % at 1 µM; in the data active = inhibition above about 27%;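 note: 0% = vehicle and 100% = reference inhibitor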
Target sequence (P9WQA3 whole entry, looked up): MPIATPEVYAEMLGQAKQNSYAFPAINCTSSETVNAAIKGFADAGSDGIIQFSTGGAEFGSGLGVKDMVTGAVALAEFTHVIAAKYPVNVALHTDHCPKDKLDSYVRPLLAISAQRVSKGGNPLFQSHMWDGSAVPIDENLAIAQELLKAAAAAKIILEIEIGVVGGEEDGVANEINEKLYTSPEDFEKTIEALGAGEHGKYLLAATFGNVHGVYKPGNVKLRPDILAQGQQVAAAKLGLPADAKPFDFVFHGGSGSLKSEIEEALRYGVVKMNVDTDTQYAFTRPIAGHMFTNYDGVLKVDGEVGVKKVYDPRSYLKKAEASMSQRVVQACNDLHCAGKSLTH
Y pestis TopoI: Y. pestis Topo-I inhibition via cleavage products | AID 504884 | Y. pestis Topo-I cleavage product accumulation, plate reader | activity, % at 10 µM | 360,000 tested, 0.064% active; in the data active = activity above about 50%, passing the limit was not always enough; inconclusive = no clear call, values can overlap the other calls; note: inactives centre near 2
Numbers without * were called inactive.

`Cc1nnc(SCC(=O)Nc2cccc(C(F)(F)F)c2)n1Cc1ccco1` gave FadD28 binding -2.0, PfHsp40 rescue -0.8, Vc quorum ag -0.3, GDH-TPI inh 9, BioA inh 0.4, Mtb UGM inh 0.3, FBA Mtb inh 3 and Y pestis TopoI 11.
`O=CN1CCN(C(=O)Cc2ccc([N+](=O)[O-])cc2)CC1` gave FadD28 binding -1.2, TcdB GH inh 0.0, PfHsp40 rescue -0.8, Vc quorum ag -0.1, GDH-TPI inh -1, Mtb UGM inh -0.7, FBA Mtb inh 1 and Y pestis TopoI 0.
For CC(=O)Cc1nsc(Nc2ccccc2)n1 the results were FadD28 binding -1.2, PfHsp40 rescue 1.2, Vc quorum ag inactive, GDH-TPI inh -1, Mtb UGM inh 3.8, FBA Mtb inh -5 and Y pestis TopoI 0.
For COc1ccc2occ(C(=O)c3coc4ccc(O)c(CN(C)C)c34)c2c1 the results were FadD28 binding -3.6, PfHsp40 rescue 1.0, Vc quorum ag -1.9, GDH-TPI inh 7, BioA inh -0.5, Mtb UGM inh -5.3, FBA Mtb inh 7 and Y pestis TopoI -17.
CN1CCN(c2ccccc2NC(=S)NC(=O)c2cc3ccccc3o2)CC1 was read as FadD28 binding -4.7, TcdB GH inh 0.3, PfHsp40 rescue -0.1, Vc quorum ag inactive, GDH-TPI inh -4, BioA inh 1.9, Mtb UGM inh 1.2, FBA Mtb inh -1 and Y pestis TopoI 24.
COc1ccc(NC(=O)C2CCN(C(=O)c3ccco3)CC2)c(OC)c1 was read as FadD28 binding -2.0, TcdB GH inh 0.3, PfHsp40 rescue 0.2, Vc quorum ag inactive, GDH-TPI inh 18, BioA inh -1.1, Mtb UGM inh 1.1, FBA Mtb inh 0 and Y pestis TopoI 0.
For Cc1cc(OC(C)C(=O)NCC2CCC(C(=O)O)CC2)c2c(C)c(Cc3ccccc3)c(=O)oc2c1 (configuration not stated) the results were FadD28 binding 0.4, TcdB GH inh 2.7, PfHsp40 rescue 1.0, Vc quorum ag -0.4, GDH-TPI inh 10, BioA inh 1.1, Mtb UGM inh -0.7, FBA Mtb inh 22 and Y pestis TopoI -5.
CCOC(=O)c1sc(=S)n(-c2cccc(OC)c2)c1N was read as FadD28 binding -0.6, TcdB GH inh 1.6, PfHsp40 rescue 0.9, Vc quorum ag -0.4, GDH-TPI inh 33*, BioA inh 5.4, Mtb UGM inh -0.7, FBA Mtb inh -4 and Y pestis TopoI -13.
For CC(C)C[C@H](NC(=O)N1CCn2c1nc1ccccc12)C(=O)N[C@H](Cc1ccccc1)C(=O)O the results were FadD28 binding -2.2, TcdB GH inh -1.5, PfHsp40 rescue 0.1, Vc quorum ag -0.4, GDH-TPI inh 4, BioA inh -0.6, Mtb UGM inh 2.6, FBA Mtb inh 1 and Y pestis TopoI 13.
CCOc1cc(C(=O)Nc2cc(=O)n(C)c(=O)n2C)cc(OCC)c1OCC was read as FadD28 binding -0.5, PfHsp40 rescue 0.3, Vc quorum ag -0.3, GDH-TPI inh 1, BioA inh -3.4, Mtb UGM inh -0.3, FBA Mtb inh -5 and Y pestis TopoI -5.
`OCC1OC(n2cnc3cc(Cl)c(Cl)cc32)C(O)C1O` (configuration not stated) gave FadD28 binding -3.6, TcdB GH inh 1.1, BioA inh -1.8 and FBA Mtb inh -1.
For COc1ccc(CCNC(=O)Cc2ccccc2)cc1OC the results were FadD28 binding -2.2, TcdB GH inh -0.5, PfHsp40 rescue -0.7, Vc quorum ag -1.0, GDH-TPI inh 1, BioA inh -0.6, Mtb UGM inh 1.1, FBA Mtb inh 0 and Y pestis TopoI 2.
Screening O=C(CCN1CC1)OCCOC(=O)CCN1CC1 returned TcdB GH inh -0.9, PfHsp40 rescue -3.5, Vc quorum ag -8.3, GDH-TPI inh 0, BioA inh -0.2, FBA Mtb inh 0 and Y pestis TopoI 0.
Screening Oc1ccc(N=Nc2ccc3ccccc3c2)cc1 returned FadD28 binding -3.4, TcdB GH inh 1.2, PfHsp40 rescue 72*, Vc quorum ag 0.8, GDH-TPI inh 19, BioA inh 1.2, Mtb UGM inh 1.6, FBA Mtb inh -7 and Y pestis TopoI -23.
Cc1ccc(C)c(-n2c3nc(=O)n(C)c(=O)c-3cc3ccccc32)c1 was read as FadD28 binding -0.9, TcdB GH inh 0.9, PfHsp40 rescue -1.3, Vc quorum ag -0.5, GDH-TPI inh 19, Mtb UGM inh -1.0, FBA Mtb inh 100* and Y pestis TopoI 2.
For CCOC(=O)C(=O)NNc1ccc(C)cc1 the results were FadD28 binding -0.4, PfHsp40 rescue 4.2, Vc quorum ag -0.7, GDH-TPI inh 3, Mtb UGM inh 0.2, FBA Mtb inh 2 and Y pestis TopoI -2.
`O=C(CSc1nccn1-c1ccc(F)cc1)NCc1ccc2c(c1)OCO2` gave FadD28 binding -1.3, PfHsp40 rescue 0.1, Vc quorum ag -0.5, GDH-TPI inh 7, BioA inh 2.2, Mtb UGM inh -0.5, FBA Mtb inh 3 and Y pestis TopoI 5.
O=C(CCn1cnc(-c2ccccc2)c1-c1ccccc1)N/N=C/c1ccccc1O was read as FadD28 binding -5.6, TcdB GH inh 1.2, PfHsp40 rescue inconclusive, Vc quorum ag -0.4, GDH-TPI inh 8, BioA inh 0.0, Mtb UGM inh 1.0, FBA Mtb inh 4 and Y pestis TopoI 8.
Screening COc1ccc(CC(=O)Nc2ccccc2N2CCCCC2)cc1OC returned FadD28 binding -1.6, TcdB GH inh 1.9, Vc quorum ag 0.9, GDH-TPI inh 1, BioA inh 3.2, Mtb UGM inh 1.7, FBA Mtb inh 0 and Y pestis TopoI 19.
Screening Cc1ccc(NC(=O)c2nc[nH]c2C(=O)NCc2ccccc2)cc1 returned FadD28 binding 0.3, TcdB GH inh -1.0, PfHsp40 rescue -0.4, Vc quorum ag -0.8, GDH-TPI inh 7, BioA inh 0.8, Mtb UGM inh 0.1, FBA Mtb inh -1 and Y pestis TopoI 16.
`CCCCCOC(=O)c1c(N)n(CCOC)c2nc3ccccc3nc12` gave FadD28 binding -6.1, PfHsp40 rescue 0.8, Vc quorum ag -0.2, GDH-TPI inh 23, BioA inh 3.6, Mtb UGM inh 2.1, FBA Mtb inh active and Y pestis TopoI 35.
`c1ccc(-c2nnc(SCC3CCCO3)nc2-c2ccccc2)cc1` (configuration not stated) gave FadD28 binding -3.5, TcdB GH inh 1.0, PfHsp40 rescue -0.9, Vc quorum ag -0.7, GDH-TPI inh 7, BioA inh 0.2, Mtb UGM inh -1.3, FBA Mtb inh 4 and Y pestis TopoI 14.
For CCOC(=O)C1=C(C)N(CCCCCC(=O)O)C(=O)NC1c1cccc([N+](=O)[O-])c1 (configuration not stated) the results were FadD28 binding -2.4, TcdB GH inh 0.8, PfHsp40 rescue 1.6, Vc quorum ag -0.6, GDH-TPI inh 5, BioA inh -2.4, Mtb UGM inh 0.1, FBA Mtb inh 0 and Y pestis TopoI 3.
For Cc1ccc(C)c(N2C(=N)S/C(=C\c3ccc(-c4ccccc4C(=O)O)o3)C2=O)c1 the results were FadD28 binding -3.8, TcdB GH inh -2.9, PfHsp40 rescue 0.3, Vc quorum ag inactive, GDH-TPI inh -2, BioA inh 2.1, Mtb UGM inh -4.4, FBA Mtb inh 0 and Y pestis TopoI 5.
CCn1c(SCC(=O)Nc2ccc3c(c2)OCCO3)nnc1-c1ccncc1 was read as FadD28 binding -2.9, TcdB GH inh -0.2, PfHsp40 rescue 1.7, Vc quorum ag -0.2, GDH-TPI inh 0, BioA inh -0.7, Mtb UGM inh -0.2, FBA Mtb inh -1 and Y pestis TopoI -3.
Screening C=CC[C@H](CC(=O)NCCO)C(=O)N[C@@H](COC(=O)[C@@H](CC=C)Cc1ccc(F)cc1)Cc1ccccc1 returned FadD28 binding -1.8, TcdB GH inh 1.0, PfHsp40 rescue 0.1, Vc quorum ag 4.5, GDH-TPI inh 7, BioA inh -0.3, Mtb UGM inh -1.5, FBA Mtb inh -2 and Y pestis TopoI 31.
Screening COCc1cc(=O)n2c(-c3ccccc3OC)n[nH]c2n1 returned FadD28 binding 0.3, PfHsp40 rescue -0.6, Vc quorum ag -1.1, GDH-TPI inh 9, BioA inh -0.9, Mtb UGM inh -0.1, FBA Mtb inh 11 and Y pestis TopoI 9.
`Cc1cccc(Nc2nc(-c3ccc(O)cc3O)cs2)n1` gave FadD28 binding -3.3, TcdB GH inh 0.7, PfHsp40 rescue 121*, Vc quorum ag inactive, GDH-TPI inh 23, BioA inh -3.6, Mtb UGM inh 0.5, FBA Mtb inh 0 and Y pestis TopoI -14.
`Cc1ccc(OCC(O)CN2C(=O)NC(C)(C)C2=O)cc1C` (configuration not stated) gave FadD28 binding -1.0, TcdB GH inh 2.5, PfHsp40 rescue 0.6, Vc quorum ag -0.3, GDH-TPI inh 3, BioA inh -0.6, Mtb UGM inh -0.1, FBA Mtb inh -1 and Y pestis TopoI 0.
CCOc1ccc2noc3c2c1C(=O)c1ccccc1-3 was read as FadD28 binding 0.9, PfHsp40 rescue 0.5, Vc quorum ag -2.8, GDH-TPI inh -2, BioA inh -11, Mtb UGM inh 21*, FBA Mtb inh -6 and Y pestis TopoI -8.
O=C(NCc1ccncc1)c1cncc(Br)c1 was read as FadD28 binding -1.8, TcdB GH inh -1.3, PfHsp40 rescue -1.5, Vc quorum ag -0.1, GDH-TPI inh 1, Mtb UGM inh -0.2, FBA Mtb inh 2 and Y pestis TopoI 4.
COc1ccccc1C/C(N)=N/OC(=O)c1cccc([N+](=O)[O-])c1 was read as FadD28 binding -4.3, PfHsp40 rescue 1.5, Vc quorum ag inactive, GDH-TPI inh 4, Mtb UGM inh -1.3, FBA Mtb inh 0 and Y pestis TopoI 3.
Screening Cc1cc(C)c(S(=O)(=O)N(C)CC(=O)NCc2ccccn2)c(C)c1 returned FadD28 binding -2.8, TcdB GH inh -1.1, PfHsp40 rescue -0.7, Vc quorum ag -0.2, GDH-TPI inh 1, Mtb UGM inh -0.7, FBA Mtb inh 2 and Y pestis TopoI -4.
CC1CC(=O)N(c2ccc(N(C)Cc3ccccc3)c([N+](=O)[O-])c2)C1=O (configuration not stated) was read as FadD28 binding 0.3, TcdB GH inh 1.8, PfHsp40 rescue -0.5, Vc quorum ag 3.1, GDH-TPI inh -15, BioA inh 0.7, Mtb UGM inh 0.8, FBA Mtb inh -1 and Y pestis TopoI 8.
CC1=C(C)CC2C(=O)N(c3cccc4ccccc34)C(=O)C2C1 (configuration not stated) was read as FadD28 binding -0.4, TcdB GH inh -0.4, PfHsp40 rescue 5.3, Vc quorum ag -0.4, GDH-TPI inh 0, BioA inh -1.1, Mtb UGM inh -0.9, FBA Mtb inh 0 and Y pestis TopoI -1.
`CCOc1ccc(Br)cc1S(=O)(=O)Nc1ccccc1N1CCOCC1` gave FadD28 binding 0.1, PfHsp40 rescue 1.0, Vc quorum ag -10, GDH-TPI inh 2, BioA inh -0.7, Mtb UGM inh -0.8, FBA Mtb inh -4 and Y pestis TopoI 24.
COc1ccc(C(C)=O)cc1COC(=O)CSC(C)C(=O)Nc1cc(C)on1 (configuration not stated) was read as FadD28 binding -1.3, TcdB GH inh 5.1, PfHsp40 rescue -0.4, Vc quorum ag -0.4, GDH-TPI inh 1, Mtb UGM inh -0.5, FBA Mtb inh 4 and Y pestis TopoI 3.

Pulled one by one from the list above (3):
`c1ccc(-c2nnc(SCC3CCCO3)nc2-c2ccccc2)cc1` (configuration not stated) gave FadD28 binding -3.5, TcdB GH inh 1.0, PfHsp40 rescue -0.9, Vc quorum ag -0.7, GDH-TPI inh 7, BioA inh 0.2, Mtb UGM inh -1.3, FBA Mtb inh 4 and Y pestis TopoI 14.
CC1=C(C)CC2C(=O)N(c3cccc4ccccc34)C(=O)C2C1 (configuration not stated) was read as FadD28 binding -0.4, TcdB GH inh -0.4, PfHsp40 rescue 5.3, Vc quorum ag -0.4, GDH-TPI inh 0, BioA inh -1.1, Mtb UGM inh -0.9, FBA Mtb inh 0 and Y pestis TopoI -1.
CCOC(=O)c1sc(=S)n(-c2cccc(OC)c2)c1N was read as FadD28 binding -0.6, TcdB GH inh 1.6, PfHsp40 rescue 0.9, Vc quorum ag -0.4, GDH-TPI inh 33*, BioA inh 5.4, Mtb UGM inh -0.7, FBA Mtb inh -4 and Y pestis TopoI -13.
